Shiga toxin inh – Shiga toxin inhibition; Vero cells, Shiga toxin protein synthesis inhibition reporter; inhibition, % at 38.7 µM; AID 2315; 290,000 tested, 9.2% active; in the data active = inhibition mostly above about 28%, no sharp cut-off; inactive = mostly below about 43%; also: 0% is about no effect
AMA1-RON2 inh – inhibitors of Plasmodium falciparum AMA1-RON2 interaction; AlphaScreen AMA1-biotinylated RON2 peptide binding; Potency, µM (doses to about 58.2 µM), for the others: at the highest dose activity change, negative = inhibition, most hits filed as inhibitors; 360,000 tested, 0.2% active; AID 720542;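 also: potency is read from the fitted curve at half-maximal effect; 0% = vehicle wells and -100% = peptide control; nearly all actives have a fitted effect of over 45% in size; some results filed as inactive show a strong effect at the top dose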
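AMA1 (3D7) with his tag at 25 nM final met compounds first, then biotinylated RON2 peptide at 25 nM; detection used donor plus acceptor beads, 10 µg/mL apiece, read by AlphaScreen after 30 min at room temperature.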
AmpC inh detg – blocks E. coli AmpC beta-lactamase in detergent assay; P00811; AmpC hydrolysis of nitrocefin, absorbance 480 nm, 0.01% Triton; Potency, µM (titrated, usually from 114 µM), for inactives: top-dose activity change, negative = inhibition, most hits filed as inhibitors; 370,000 tested, 0.041% active; AID 485294;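 also: potency is read from the fitted curve at half-maximal effect; 0% = no-compound wells and -100% = no-enzyme wells; nearly all actives have a fitted effect of over 25% in size; some results filed as inactive show a strong effect at the top dose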
Target sequence (P00811 whole entry, looked up): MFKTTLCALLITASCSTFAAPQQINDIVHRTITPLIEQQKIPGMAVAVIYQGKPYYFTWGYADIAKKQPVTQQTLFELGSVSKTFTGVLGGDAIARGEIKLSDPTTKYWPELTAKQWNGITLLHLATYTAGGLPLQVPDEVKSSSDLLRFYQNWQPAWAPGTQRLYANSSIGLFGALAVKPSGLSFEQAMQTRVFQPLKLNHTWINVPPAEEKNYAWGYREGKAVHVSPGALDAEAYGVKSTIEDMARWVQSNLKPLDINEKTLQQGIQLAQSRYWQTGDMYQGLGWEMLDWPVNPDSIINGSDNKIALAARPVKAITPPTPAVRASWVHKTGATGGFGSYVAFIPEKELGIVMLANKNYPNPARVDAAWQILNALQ
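AmpC (5.3 nM in the dispensed reagent) in 20 mM phosphate pH 7.0 with 0.01% (detergent screen) or 0.0001% Triton X-100 was preincubated with compounds for 15 min at room temperature. Nitrocefin was then added from an 800 uM solution, and hydrolysis was followed at 480 nm.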
HCMV antiviral – inhibitors of human cytomegalovirus; HFF cells, HCMV-luciferase reporter, 72 h; stronger effect = lower value; activity change, negative = inhibition, % at 57.5 µM; 410,000 tested, 4.5% active; in the data active = activity change below about -60%; inconclusive = no clear call, values can overlap the other calls; inactive = above about -39%; also: % is scaled to controls: 0 for no effect and ±100 for the full control effect
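HFF cells seeded 16 h at 37C, treated with compounds, infected with luciferase-reporter HCMV at MOI 1 PFU/cell; luciferase read at 72 h post infection, normalized to buffer-only and Salinomycin controls.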
AmpC inh no detg – blocks E. coli AmpC beta-lactamase in detergent-free assay; 330,000 tested, 0.52% active; Potency, µM (series often up to 57.1 µM), for inactives: top-dose activity change, negative = inhibition, most hits filed as inhibitors; P00811; AID 485341; AmpC nitrocefin hydrolysis, absorbance 480 nm, 0.0001% Triton;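 also: potency is read from the fitted curve at half-maximal effect; plate controls were no compound for no effect and no enzyme for full effect; nearly all actives have a fitted effect of over 20% in size; some results filed as inactive show a strong effect at the top dose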
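AmpC (5.3 nM in the dispensed reagent) in 20 mM phosphate pH 7.0 with 0.01% (detergent screen) or 0.0001% Triton X-100 was preincubated with compounds for 15 min at room temperature. Nitrocefin was then added from an 800 uM solution, and hydrolysis was followed at 480 nm.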
CHX counter – counter-screen hit for Shiga toxin inhibitors, cycloheximide; max response, %; AID 2314; 300,000 tested, 12% active; cell reporter, cycloheximide protein synthesis inhibition counterscreen; in the data active = max response mostly above about 13%, no sharp cut-off; inactive = mostly below about 14%; also: read at 38.3 µM for the half of the compounds with a filed dose; 0% is about no effect
FBPA Giardia inh – blocks Giardia fructose-bisphosphate aldolase activity. 290,000 tested, 0.71% active. Potency, µM (doses to about 59.6 µM), without a hit: at the top dose activity, negative = inhibition, most hits filed as inhibitors. purified Giardia FBPA. A8B2U2; also: potency is read from the fitted curve at half-maximal effect; % is scaled to controls: 0 for no effect and ±100 for the full control effect; nearly all actives have a fitted effect of over 55% in size
Target sequence (A8B2U2 whole entry, looked up): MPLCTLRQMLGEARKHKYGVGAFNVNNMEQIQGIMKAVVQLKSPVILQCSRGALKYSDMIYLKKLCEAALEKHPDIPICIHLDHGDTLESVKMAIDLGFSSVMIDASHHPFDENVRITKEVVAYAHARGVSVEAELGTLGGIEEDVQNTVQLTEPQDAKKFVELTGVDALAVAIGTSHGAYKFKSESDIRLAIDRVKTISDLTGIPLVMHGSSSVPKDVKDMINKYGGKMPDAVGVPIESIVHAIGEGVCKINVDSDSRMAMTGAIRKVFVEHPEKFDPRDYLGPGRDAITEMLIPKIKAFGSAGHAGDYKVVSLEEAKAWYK
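Giardia FBPA (40 nM reagent) was preincubated 10 min at RT with compound (up to 57.5 uM final), then substrate plus GAPDH/TPI/NAD/arsenate coupling system with diaphorase/resazurin was added; resorufin fluorescence (525/598 nm) was read after 20 min.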
The depositor's hits bear a star; ? = inconclusive; . = not tested or not shown; [ ] = another dose, or the depositor's remark. Unless noted, calls follow the shape of the dose curve; as a rule, active = well fitted curve in the direction sought with a large enough effect; inconclusive = small, poorly fitted or top-dose-only effect, or another doubt; inactive = no such curve, though single readings can be large; an effect the other way counts as inactive or inconclusive.

SMILES | Shiga toxin inh | AMA1-RON2 inh | AmpC inh detg | HCMV antiviral | AmpC inh no detg | CHX counter | FBPA Giardia inh
C=CCn1c(SCC(=O)Nc2cc(C)on2)nc2sc3c(c2c1=O)CCCC3 | -16.3 | 11.0% | -8.0% | ? | -10.4% | 0.2 | 1.7%
COc1ccc(C2C/C(=N\O)C(C)(C)O2)cc1 (stereo unspecified) | 10.3 | -26.3% | ? | 51.1 | -16.0% | 4.9 | 19.6%
Cc1ccc(-n2c(N)c(-c3nc4ccccc4n3C)sc2=S)cc1 | 17.5 | 57.2%[activator] | ? | 55.3 | -13.6% | 11.1* | 2.8%
CCC1=NN(C(=O)c2cccnc2)C(O)(C(F)(F)F)C1 (stereo unspecified) | 14.4 | 14.4% | 0.1% | 4.9 | -4.3% | -2.3 | 6.8%
Cc1ccc(SCC(=O)NCCN2C(=O)CSC2=O)c(C)c1 | 15.1 | 0.0% | ? | -16.6 | -14.1% | -2.2 | 3.6%
CCOc1ccccc1NC(=O)N1CCC(NC(=O)C2CCCCC2)CC1 | 13.2 | -4.2% | -6.1% | -10.0 | 0.7% | -6.5 | 0.5%
Cn1c(SCC(=O)c2ccccc2)nnc1-c1cccc(N)c1 | 65.3 | 10.9% | -5.2% | 75.9 | -4.6% | 28.7* | -3.4%
Cc1nc(SCC(O)CO)c([N+](=O)[O-])[nH]1 (stereo unspecified) | -9.7 | -15.7% | -0.6% | -13.7 | -32.8% | -2.9 | ?
Cc1c(C(=O)OCC(=O)Nc2ccc(C(N)=O)cc2)cccc1[N+](=O)[O-] | -11.3 | -7.2% | -2.4% | ? | -35.8% | 3.6 | 0.3%
CC(C)NC(=O)c1ccccc1NC(=O)CCS(=O)(=O)Cc1ccccc1 | -3.0 | -1.8% | ? | . | 2.0% | -3.2 | 7.2%
Cc1ccc(C2CC(=O)NC(SCC(N)=O)=C2C#N)s1 (stereo unspecified) | 10.8 | 18.1% | -1.9% | -24.6 | -11.5% | -3.2 | -9.1%
O=C(NCC(=O)N1CCN(S(=O)(=O)c2ccc3c(c2)OCCO3)CC1)c1ccccc1F | . | -3.9% | . | 10.8 | -7.6% | . | .
Nc1nc(NC(=O)c2cccnc2)nn1-c1ccccc1 | 12.2 | -1.8% | 4.9% | 29.9 | -17.3% | 12.7 | -7.2%
CCOC(=O)c1ccc(NC(=O)CSc2nc3c(c(=O)n2CC)SC(C)C3)cc1 (stereo unspecified) | -3.1 | -16.0% | ? | -4.5 | -24.6% | -1.8 | 0.6%
COc1ccc(N(CC(=O)N/N=C/c2ccc(OC3CSC3)cc2)S(=O)(=O)c2ccccc2)cc1 | 0.5 | 6.1% | 5.0% | ? | -22.4% | 1.0 | 0.8%
CCOc1cc(CN2CCOCC2)cc(C(C)=O)c1 | -7.1 | -0.1% | -5.0% | -37.6 | -2.7% | -2.2 | -5.6%
Cc1cc(-c2nnc(SCC(=O)Nc3c(C)cccc3C)n2N)n[nH]1 | -3.8 | -7.6% | -0.6% | -36.1 | -2.4% | -1.2 | .
CC(C)(C)n1nc2c(c1NC(=O)c1ccc(Br)o1)CS(=O)C2 (stereo unspecified) | -21.6 | -2.4% | -19.4% | -3.5 | -14.3% | -3.1 | 6.3%
COc1ccc2[nH]c(=O)c(COC(=O)c3ccco3)cc2c1 | -8.8 | 0.2% | -0.5% | -1.2 | -20.4% | -2.2 | 0.0%
Cc1c(-c2cccc(Cl)c2)nc2ccccc2c1C(=O)OC/C(O)=C(\C#N)c1nc2ccccc2[nH]1 | 30.5 | 70.7%[activator] | -3.3% | -81.8* | -40.1% | -0.7 | -16.6%
O=S(=O)(Nc1nnc(C2CC2)s1)c1ccccc1 | -8.1 | 0.1% | -13.1% | 7.4 | -11.6% | -2.7 | 0.0%
O=C(Nc1ncc(Cc2ccc(SC(F)F)cc2)s1)c1ccc(OC(F)F)cc1 | 12.0 | 7.4%[2.32 µM] | -11.2% | -86.4* | -59.9% | -0.7 | 2.7%
Cc1[nH]nc(-c2ccc(O)c(C)c2O)c1Oc1ccccc1 | -7.9 | 19.0% | -6.9% | -38.1 | -56.7% | 0.3 | 2.7%
COc1ccccc1OCCNC(=O)CCS(=O)(=O)c1ccccc1 | . | 19.3%[11.6 µM] | . | -16.2 | -4.5% | . | .
C=CCOC(=O)Nc1c(C(=O)OC)[nH]c2ccc(Cl)cc12 | -11.5 | 5.1% | ? | 26.2 | -16.4% | -1.7 | -15.7%
Cc1cc(OCCSc2nnc(-c3cccs3)n2C)ccc1Cl | 21.2 | 39.5%[activator] | 0.0% | -7.5 | 7.6% | 8.5 | ?
Cc1ccc(-c2cc(N)n[nH]2)cc1 | 30.0 | 28.0% | ? | 61.7 | -19.4% | 6.3 | 3.4%
CN(CCO)S(=O)(=O)c1ccc2c(c1)C(=NO)c1cc(S(=O)(=O)N(C)CCO)ccc1-2 | 3.8 | -6.2% | 6.3% | -13.0 | -18.8% | 6.8 | 3.9%
CC1(C)CC(=O)c2cc(OCC(=O)NCCCN3CCN(c4ccccc4F)CC3)ccc2O1 | -2.4 | -13.2% | ? | -10.9 | 129.7%[activator] | -0.5 | 5.5%
COCCc1nc2ccc(C(=O)N(C)Cc3cccc(-n4nc(C)cc4C)c3)cc2o1 | -6.8 | 5.0% | -0.9% | -4.6 | 106.1%[activator] | 7.1 | .

Taken from above.
AMA1-RON2 inh, Cc1[nH]nc(-c2ccc(O)c(C)c2O)c1Oc1ccccc1 : 19.0%
CHX counter, CN(CCO)S(=O)(=O)c1ccc2c(c1)C(=NO)c1cc(S(=O)(=O)N(C)CCO)ccc1-2 : 6.8
Shiga toxin inh, Cc1cc(-c2nnc(SCC(=O)Nc3c(C)cccc3C)n2N)n[nH]1 : -3.8

(list continues)
SMILES | Shiga toxin inh | AMA1-RON2 inh | AmpC inh detg | HCMV antiviral | AmpC inh no detg | CHX counter | FBPA Giardia inh
O=C1[C@@H](Oc2ccccc2)[C@@H](c2cnc3ccccc3c2)N1c1ccccc1 | . | -18.4% | . | -14.0 | -15.2% | . | .
COc1ccccc1NC(=O)CSc1nnc(NC(=O)C2CC2)s1 | -2.3 | 3.5% | -4.3% | 37.6 | -35.5% | -0.6 | 4.3%
c1coc(CNc2ncnc3[nH]ncc23)c1 | -4.4 | -1.4% | 1.3% | -5.6 | -11.4% | -3.7 | 6.1%
COc1ccc(OC)c(N2C(=O)CC(Cc3ccc(C)cc3)C2=O)c1 (stereo unspecified) | 2.0 | -7.9% | 8.9% | -12.5 | 23.5% | -2.5 | 2.0%
CCN1C(=O)/C(=C\N(C)C)NC1=S | 3.1 | -1.9% | -13.5% | 4.5 | -9.9% | -5.2 | 2.3%
C[n+]1cccc(/C=N/NC(=O)CC23CC4CC(CC(C4)C2)C3)c1 | -0.7 | 7.2% | -8.0% | ? | -2.5% | 0.9 | 0.9%
O=C(/C=C/c1ccccc1[N+](=O)[O-])NCc1cccnc1 | -4.7 | -0.7% | -9.8% | -0.9 | -8.7% | -1.0 | 2.3%
CN1OC(COC(=O)c2ccc(Cl)cc2Cl)CC1c1ccccc1 (stereo unspecified) | -8.8 | -11.1% | -6.4% | 36.9 | 22.8% | 7.1 | 0.3%
N#C/C(=C\c1c(Oc2ccccc2Cl)nc2ccccn2c1=O)C(=O)NC1CCS(=O)(=O)C1 (stereo unspecified) | -5.7 | -19.9% | 1.2% | 17.5 | 26.8% | -3.1 | 0.5%
COc1ccc(C)cc1NC(=O)CCN1CCN(c2ccccc2F)CC1 | -8.7 | -1.5% | ? | -19.5 | 57.5% | -1.7 | 0.5%
CCOC(=O)C(C)Sc1nc2c(cnn2-c2ccc(F)cc2)c(=O)[nH]1 (stereo unspecified) | -3.1 | 15.8% | -0.3% | 36.6 | -26.9% | -5.8 | -19.3%
Cc1c(CC(=O)NCCC(=O)O)c(=O)oc2cc3occ(-c4ccccc4)c3cc12 | 3.6 | 3.8% | -4.3% | -30.0 | -9.2% | -2.9 | 2.7%
CN(Cc1ccccc1)c1nc2c(c(=O)[nH]c(=O)n2C)n1Cc1ccccc1 | -10.0 | -1.2% | ? | -14.3 | 98.8%[activator] | -2.9 | 6.7%
COC(=O)CNC(=O)CCCCC(=O)NCC(=O)OC | -17.3 | 24.9% | -5.1% | 9.3 | -11.3% | -0.6 | 4.3%
O=C(CSc1nnc(-c2ccc(C(F)(F)F)cn2)s1)c1ccc(Cl)cc1 | -5.7 | 0.7% | 2.4% | -2.1 | -11.9% | 0.3 | 5.5%
Cc1cc2c(cc1C)-c1nnnn1C(C)(C)C2 | 59.0* | 6.2% | ? | 1.4 | -18.5% | 16.7 | 3.0%
CCOc1ccc2c(O)csc2c1 | 17.5 | -2.6% | ? | -5.0 | -54.7% | 14.6 | 3.1%
CCCCc1c(O)n2c(nc3ccccc32)[nH]c1=O | 13.7 | -1.2% | 4.3% | -26.4 | -11.8% | 1.4 | -13.2%
COc1ccc(-n2c(SCC(=O)Nc3ccc(NC(C)=O)cc3)nc3c([nH]c4ccccc43)c2=O)cc1OC | -3.0 | -7.9% | ? | 146.7 | 164.3%[activator] | -3.8 | .
Cc1ccc(C(=O)Nc2nc(-c3cccnc3)cs2)o1 | 25.8 | 8.2% | -8.3% | 26.2 | -35.8% | 22.1 | -4.3%
O=C(N/N=C\c1ccc2c(c1)OCO2)c1cncc(Br)c1 | 60.3* | 22.4% | 2.8% | 3.3 | -11.6% | 23.1* | -6.6%
CCCc1cc(=O)[nH]c(SCC(=O)c2ccc3c(c2)OCCO3)n1 | 17.8 | -5.1% | -7.8% | 8.8 | -32.8% | 8.0 | -3.8%
Cc1ccc(C(=O)c2cn(-c3ccc(F)c(Cl)c3)nn2)cc1 | 17.5 | 4.4% | -11.7% | 21.1 | 3.0% | -2.2 | 7.6%
O=C(Oc1ccccc1F)C1CCN(C(=O)c2ccc(F)cc2)CC1 | . | -20.0% | -9.7% | 0.0 | 11.2% | . | .
O=S(=O)(NCCN1CCCC1)c1ccc(Br)cc1 | 12.9 | 2.5% | 3.7% | 7.8 | 4.4% | -2.3 | -6.6%
Nc1nc(N2CCN(C(c3ccccc3)c3ccccc3)CC2)n[nH]1 | -2.6 | -22.5% | -2.0% | -12.3 | 56.7% | -6.6 | 5.5%
N#Cc1c(N)nc2c(c1N)CC(C(F)(F)F)O2 (stereo unspecified) | -10.3 | -16.2% | 7.2% | -33.7 | -1.1% | -2.3 | 0.7%
CCCn1c(O)c(CN2CCCCC2)c(C)c(C#N)c1=O | -19.2 | 1.6% | -19.2% | -17.0 | -20.0% | -2.1 | ?
CC1COc2ccccc2N1S(=O)(=O)c1cc(Cl)ccc1Cl (stereo unspecified) | 2.5 | 12.8% | 0.2% | -8.7 | -29.3% | -0.7 | 1.0%
